SRC1 TRFRET art – TR-FRET artefact, counter-screen to PPARgamma/SRC-1 agonist assay; actives 0.34% (n = 99,000); TR-FRET ratio at 8 µM; AID 1051; TR-FRET detection artefact counter-screen, emission ratio; stronger effect = higher value; in the data active = TR-FRET ratio above about 2300; also: inactives centre near 1800; reference of the scale not given here
SRC3 TRFRET art – flags TR-FRET format artefacts in PPARgamma SRC-3 recruitment agonist screen. TR-FRET artefact counter-screen, PPARgamma/SRC-3 format; stronger effect = higher value. TR-FRET ratio at 8 µM. AID 1048. actives 0.39% (n = 99,000); in the data active = TR-FRET ratio above about 2000; also: inactives centre near 1600; reference of the scale not given here
* hit, by the source's call. The list is partial; count on the stated rates, not on these rows.

Every second line gives: SRC1 TRFRET art | SRC3 TRFRET art
> CC(=O)c1ccccc1OC(=O)CCN1C(=O)c2ccccc2C1=O
    1519 | 1653
> COC(=O)c1cc(OC)c(OC)cc1NC(=O)c1ccco1
    1968 | 1752
> Cc1ccc(NC(=O)Cc2ccc(Cl)c(Cl)c2)cc1S(=O)(=O)N(C)C
    1922 | 1729
> Cc1ccc2oc(=O)c3cc(C(=O)N4CCN(C(=O)c5ccco5)CC4)sc3c2c1
    1712 | 1603
> Cc1ccccc1NC(=O)C12CC3CCC1(C)C3(C)CO2 (centres undefined)
    1762 | 1527
> CC(C)[C@H](NC(=O)c1ccccc1)C(=O)OCC(=O)NCc1ccc(F)cc1
    1647 | 1436
> CCOc1ccccc1N1CCN(C(=O)CC(C)(C)C)CC1
    1633 | 1633
> O=C(Cc1ccccc1)Nc1ccc(NC(=O)c2cccc(Cl)c2)cc1
    1755 | 1410
> CC(C)(C)NC(=O)COc1ccc(CNCc2cccnc2)cc1
    1598 | 1482
> O=C(CSc1ncnc2ccccc12)Nc1cc(S(=O)(=O)N2CCCCC2)ccc1Cl
    2201 | 2968*
> C=C(C(=O)c1ccccc1)C(C)C(=C)C(=O)c1ccccc1
    1716 | 1701
> CCN(CC(=O)Nc1ccc(NC(C)=O)cc1)C(=O)COc1ccc(C(=O)c2ccccc2)cc1
    1769 | 1488
> COc1cc(-c2nnc3n(CCc4ccccc4)c(=O)c4ccccc4n23)cc(OC)c1OC
    2121 | 1336
> Nn1c(SCC(=O)Nc2nccs2)nncc1=O
    1867 | 1559
> CCn1c(C)nc2cc(C(=O)N/N=C/c3ccc(OC)c(O)c3)ccc21
    1794 | 1722
> Cc1cn(S(=O)(=O)c2cc(Br)ccc2Br)cn1
    1827 | 1591
> COc1cccc(C2=NOC(C(=O)Nc3cccnc3Cl)C2)c1OC (centres undefined)
    1854 | 1686
> Cc1cc(Nc2cccc([N+](=O)[O-])c2)c2ccccc2n1
    1867 | 1514
> O=C(NCc1cccs1)C(=O)NCC(c1ccco1)N1CCN(c2ccccc2F)CC1 (centres undefined)
    1385 | 1647
> COc1ccc(OC)c(/C=C/C(=O)N2C(=O)c3cccc(N)c3C2=O)c1
    2093 | 1711

Next part, starting with the last 5 of the part before.
Every second line gives: SRC1 TRFRET art | SRC3 TRFRET art
> Cc1cn(S(=O)(=O)c2cc(Br)ccc2Br)cn1
    1827 | 1591
> COc1cccc(C2=NOC(C(=O)Nc3cccnc3Cl)C2)c1OC (centres undefined)
    1854 | 1686
> Cc1cc(Nc2cccc([N+](=O)[O-])c2)c2ccccc2n1
    1867 | 1514
> O=C(NCc1cccs1)C(=O)NCC(c1ccco1)N1CCN(c2ccccc2F)CC1 (centres undefined)
    1385 | 1647
> COc1ccc(OC)c(/C=C/C(=O)N2C(=O)c3cccc(N)c3C2=O)c1
    2093 | 1711
> CC(NC(=S)Nc1ccc(OC(F)F)cc1OC(F)F)C(C)(C)C (centres undefined)
    1735 | 1661
> CCNC(=O)NC(=O)C(C)On1nnc2ccc(S(=O)(=O)N(CC)CC)cc21 (centres undefined)
    1821 | 1620
> CC(=O)Nc1ccc(OCC(O)Cn2c(CO)nc3ccccc32)cc1 (centres undefined)
    1839 | 1480
> CC1(C)CC(=O)C(C2c3ccccc3S(=O)(=O)c3ccccc32)C(=O)C1
    1602 | 1568
> O=C(O)CC/C(=N/NC(=O)c1cccs1)c1ccccc1
    1837 | 1687
> CCOC(=O)Cn1nc(C)c(NC(=O)CCc2ccc(OC)cc2)c1C
    1879 | 1565
> COc1ccc(-c2nc(-c3cccc([N+](=O)[O-])c3O)cc(=O)o2)cc1OC
    1996 | 1710
> CCOc1ccccc1NC(=O)COC(=O)C1CC1
    2114 | 1619
> O=C(COC(=O)CCCN1C(=O)c2cccc3cccc(c23)C1=O)Nc1cccc(C(F)(F)F)c1
    1713 | 1692
> CCc1cccc2c(C(=O)CSc3nnc(-c4ccncc4)n3C)c[nH]c12
    1731 | 1685
> O=C(CSc1nc2ccccc2c(=O)n1CCCN1CCOCC1)Nc1ccc2c(c1)OCO2
    1448 | 1366
> CC[n+]1c(C)n(-c2ccccc2)c2ccc(NC(C)=O)cc21
    1761 | 1709
> CCOc1ccc(S(=O)(=O)NCc2ccccc2Cl)cc1C(N)=O
    1978 | 1598
> CCC(C)NC(=O)c1ccccc1NC(=O)c1ccc(CSc2ccccc2)cc1 (centres undefined)
    1717 | 1505
> NS(=O)(=O)c1ccc(NC(=O)COC(=O)/C(=C/c2cccs2)c2cccs2)cc1
    1844 | 1481
> N#Cc1ccc(OCC(=O)NN2Cc3ccccc3C2=N)cc1
    1568 | 1584
> COc1ccc(C(=O)C2CCCN(C(=O)c3c4c(nn3C)CCCC4)C2)cc1F (centres undefined)
    2102 | 1633
> O=C(COC(=O)CSCc1ccccc1)NCc1ccccc1
    1600 | 1456
> CSc1nc2ccccc2c(=O)n1C1CCOC(C)(C)C1 (centres undefined)
    1942 | 1491
> NC(=S)NC(=O)/C=C/c1ccccc1
    1815 | 1528
> O=C1/C(=C/c2ccco2)Oc2c1ccc(O)c2CN1CCCCC1
    1812 | 1507
> O=C(Nc1ccc(F)cc1)C1CC(=O)n2ncnc2N1 (centres undefined)
    1646 | 1394
> COC(=O)CC1=NN(c2ccc(OC)cc2)C(=O)C1
    1870 | 1703
> Cc1cccc(NC(=O)NCc2ccc3[nH]c(C)cc3c2)c1
    1614 | 1326
> CC(C)c1ccc(O)c(NC(=S)NC(=O)c2cccnc2)c1
    1614 | 1802
> CCCCNS(=O)(=O)c1ccc(NC(=O)Cc2ccc(OC)cc2)cc1
    1799 | 1765
> CN(C)c1ccc(/C=N/Nc2cc(N3CCOCC3)nc(N3CCOCC3)n2)cc1
    1947 | 2071*
> Nc1nc(N)c(Cc2ccc(Cl)cc2Cl)c(N)n1
    1739 | 1520
> CCOc1ccc(CCNC(=O)C(C)n2nc(C)n3c(cc4occc43)c2=O)cc1OCC (centres undefined)
    1954 | 1814
> Cc1ccnc(NC(=O)CCC(=O)N(CC(=O)NC2CCCCC2)Cc2cccs2)c1
    1594 | 1542
> COc1ccc(C(=O)N2CCC(=O)N(C(CO)Cc3ccccc3)CC2)cc1 (centres undefined)
    1466 | 1525
> NNC(=O)c1cccc(COc2ccc(Br)cc2)c1
    1694 | 1671
> COC(=O)c1sccc1NC(=O)/C=C/C(=O)O
    1606 | 1378
> CCC(C)NS(=O)(=O)c1ccc(NS(=O)(=O)c2ccccc2[N+](=O)[O-])cc1 (centres undefined)
    1889 | 1290
> Cc1ccc(N2C(=O)CC(NNc3nc4ccccc4s3)C2=O)cc1 (centres undefined)
    2021 | 1721
> CC(C(=O)Nc1ccccc1-c1ccccc1)N1CCN(S(=O)(=O)c2ccccc2)CC1 (centres undefined)
    1810 | 1488
> CC(=O)C1=NN(c2ccccc2)C(c2ccc3c(c2)OCO3)N1c1ccc(N2CCOCC2)cc1 (centres undefined)
    1874 | 1508
> COc1ccc(-c2cc(N)n(S(=O)(=O)Cc3ccccc3)n2)c(OC)c1
    1870 | 1676
> CC(=O)c1c(N2CCN(c3ccc(F)cc3)CC2)nc(=S)n(Cc2ccccc2)c1C
    1739 | 2117*
> O=C(NNS(=O)(=O)c1ccc(Br)cc1)c1cccs1
    1640 | 1592
> O=C(NCc1cccs1)Nc1cc(Cl)ccc1Cl
    1779 | 1467
> COc1ccc(-n2cnc3scc(-c4ccccc4)c3c2=O)cc1
    1987 | 1723
> CCN(CC)C(=O)c1sc(NC(=O)c2cccc([N+](=O)[O-])c2)c(C#N)c1C
    1846 | 1647
> O=C(CSc1ncnc2sccc12)Nc1ccccc1F
    1482 | 1274
> CCOc1ccc(NC(=O)c2cc(C)nc3ccccc23)cc1
    1728 | 1469
> CC(=O)c1ccccc1NC(=O)COC(=O)/C=C/c1ccc(C)o1
    1656 | 1662
> O=C(Cc1ccccc1)Nc1ccccc1C(=O)Nc1ccccc1
    1950 | 1507
> Cc1ccccc1OCCCC(=O)Nc1nncs1
    1694 | 1464
> O=C(Nc1ccccc1)OC1CC2CC1C1CCCC21 (centres undefined)
    1562 | 1481
> O=C(N/N=C/c1ccc2c(c1)OCO2)C(=O)N1CCCC1
    1816 | 1401
> O=[N+]([O-])c1ccc(-c2cn(-c3ccccc3)c(=S)[nH]2)cc1
    1635 | 1761
> CCc1c(C)[nH]n(-c2nc(-c3cccc([N+](=O)[O-])c3)cs2)c1=O
    1917 | 1446
> CNC(=O)c1ccc(CNC(=O)OCc2ccccc2)cc1
    1683 | 1538
> COc1ccccc1Nc1ccncc1[N+](=O)[O-]
    1716 | 1356
> CCOc1ccc(N2C(=O)CC(N(Cc3ccco3)C(=O)CCC(=O)O)C2=O)cc1 (centres undefined)
    1692 | 1535
> CN1CCC(NC(=O)Nc2cccc(C(F)(F)F)c2)CC1
    1704 | 1627
> CC(C)CC(=O)Nc1ccccc1N1CCN(c2ccccc2)CC1
    1896 | 1440
> CCOCCCNC(=O)/C(C#N)=C/c1ccc(Cl)c([N+](=O)[O-])c1
    1865 | 1683
> COc1cc(OC)c(OC)cc1/C=N/NC(=O)c1cnccn1
    1851 | 1654
> Cc1ccc(NC(=O)CC(C(=O)O)c2ccccc2)cc1 (centres undefined)
    1641 | 1490

3 records drawn at random from the list so far:
Every second line gives: SRC1 TRFRET art | SRC3 TRFRET art
> O=C(N/N=C/c1ccc2c(c1)OCO2)C(=O)N1CCCC1
    1816 | 1401
> O=C(CSc1ncnc2sccc12)Nc1ccccc1F
    1482 | 1274
> O=C(NCc1cccs1)Nc1cc(Cl)ccc1Cl
    1779 | 1467

(cont.)
Every second line gives: SRC1 TRFRET art | SRC3 TRFRET art
> Cc1ccnc(NC(=O)c2c(-c3ccccc3Cl)noc2C)c1
    1602 | 1159
> Cn1cc([N+](=O)[O-])c(C(=O)Nc2ccn(C34CC5CC(CC(C5)C3)C4)n2)n1
    1748 | 1472
> CCNS(=O)(=O)c1c(C)cc(C)c(N(C)S(=O)(=O)c2ccccc2)c1C
    1575 | 1394
> Cc1c(N2C(=O)C(=O)/C(=C(/O)c3ccccc3)C2c2ccc(F)cc2)c(=O)n(-c2ccccc2)n1C (centres undefined)
    1722 | 1487
> Cc1cc[n+](CC(=O)Nc2nc3ccccc3s2)cc1
    1772 | 1505
> CC(C)Cc1cc(C(=O)N2CCC(N3CCC(C(=O)N4CCCC4)CC3)CC2)n[nH]1
    2146 | 1671
> Cc1ccc(C)c2[nH]c(=O)c(C(c3nnnn3C(C)(C)C)N3CC=C(c4ccc(F)cc4)CC3)cc12 (centres undefined)
    1896 | 1604
> CC1(C)C(=O)Nc2ccccc2N1C(=O)CSc1nnc2c(Cl)cc(Cl)cn12
    1602 | 1527
> CCOC(=O)C1(CCc2ccccc2)CCN(C(=O)C2=C(C)OCCO2)CC1
    1567 | 1349
> O=[N+]([O-])c1cccc(OCc2cn3cccnc3n2)c1
    1868 | 1440
> CCn1cc(CNC(=O)/C=C/c2cnn(C)c2)c(C)n1
    1902 | 1653
> COc1ccc(Nc2ccc(N3C(=O)CCC3=O)cc2[N+](=O)[O-])cn1
    1786 | 1722
> CSc1nnc(C)c(/C=C/NOCc2ccc(Cl)cc2)n1
    1744 | 1343
> CSc1ccccc1NC(=O)CN(C)CC(=O)Nc1ccccc1F
    1803 | 1527
> O=C(COc1ccc(-n2cnnn2)cc1)NC1CCCCC1
    1778 | 1451
> O=C(CSc1nnnn1C1CCCC1)Nc1ccccc1N1CCOCC1
    1677 | 1744
> S=C(Nc1ccccc1)Nc1cccc(Cl)c1Cl
    1600 | 1631
> CCC(=O)Nc1nnc(-c2ccc(Cl)s2)o1
    1717 | 1442
> Cc1cc2ccccn2c1C(=O)c1ccc(Cl)c([N+](=O)[O-])c1
    1851 | 1789
> CCC(=O)NC(=S)NNC(=O)c1ccc(O)cc1
    1993 | 1401
> COCCCNC(=O)CCC(=O)NNc1nc2ccccc2c2nc(C)nn12
    1845 | 1619
> Brc1c(-c2ccc3c(c2)OCO3)nc2ncccn12
    1720 | 1514
> CC1=C(C(=O)O)N2C(=O)C(NC(=O)c3nn(C)cc3[N+](=O)[O-])C2SC1 (centres undefined)
    1599 | 1432
> Cc1nnc(SCC(=O)NCC2CCCO2)n1-c1ccccc1 (centres undefined)
    1704 | 1693
> O=C(CNc1ccccc1)N/N=C/c1ccc2c(c1)OCO2
    1809 | 1277
> N/C(=N\OC(=O)COc1ccc(Cl)cc1)c1ccc(Cl)cc1
    1688 | 1773
> O=C(NCCCN1CCc2ccccc2C1)C1CCN(S(=O)(=O)N2CCC3(CC2)OCCO3)CC1
    1891 | 1745
> Cc1ccc(OCC(=O)N2CC(C)OC(C)C2)c([N+](=O)[O-])n1 (centres undefined)
    1994 | 1422
> O=C(C(=O)N1CCN(C(=O)c2ccco2)CC1)c1c[nH]c2ccccc12
    1672 | 1636
> COc1ccc(C(=O)OCC(=O)N(C)C2CCS(=O)(=O)C2)cc1S(=O)(=O)N1CCCc2ccccc21 (centres undefined)
    1685 | 1604
> Cc1cc(N2CCCC2)nc2ccccc12
    1710 | 1595
> Cc1cnc(C(=O)Nc2ccc(S(=O)(=O)NCC(C)C)cc2)cn1
    1853 | 1729
> CCOc1ccccc1N1CCN(CC(=O)c2c(N)n(C)c(=O)n(C)c2=O)CC1
    1762 | 1777
> CCCCCCCCCCCCCCCCn1cc[n+](CC(C)=O)c1
    1807 | 1500
> O=C(c1ccc2ccccc2c1)C1CCCN(C(=O)CN2C(=O)CSC2=O)C1 (centres undefined)
    1766 | 1487
> CC(=O)n1c2ccccc2c2c1c1ccccc1n2C
    2158 | 1690
> COC(=O)c1sccc1NC(=O)c1c(-c2ccccc2)noc1C
    1807 | 1386
> COc1cc(NC(=O)c2ccc(C)c([N+](=O)[O-])c2)ccc1NC(=O)c1ccco1
    2055 | 1805
> Cc1c(NC(=O)C(C)OC(=O)c2ccc(Br)o2)c(=O)n(-c2ccccc2)n1C (centres undefined)
    1775 | 1462
> COc1ccc(-c2cc(-c3ccccc3)n[nH]2)c(O)c1
    2105 | 1532
> O=C(CSc1ncn[nH]1)N1N=C(c2ccc(Cl)cc2)CC1c1ccco1 (centres undefined)
    1613 | 1380

Screening results (PubChem)
